KB-3-1 cytotox = KB-3-1 parental cell cytotoxicity; AID 1347075; Potency, µM (titrated, usually from 46.1 µM), without a hit: at the highest dose activity change, negative = cytotoxic, actives largely listed as cytotoxic; KB-3-1 viability, CellTiter-Glo ATP luminescence, 72 h; 1.4% of 400,000 active; note: potency is the fitted concentration of half-maximal effect; % is set by controls: 0 for no effect and ±100 for the full control effect; nearly all actives have a fitted effect of over 60% in size
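72 h, 37 °C compound treatment of KB-3-1 parental cells; CellTiter-Glo added, 10 min, luminescence read. Data corrected against DMSO-only plates and normalized before curve fitting.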
S2 tox = cell viability loss in ATXN counter-screen; S2 cells (HEK-293 line with an ATXN2-luciferase reporter) viability, CellTiter-Fluor protease fluorescence, 24 h; AID 651635; 0.49% of 400,000 active; Potency, µM (top dose mostly 56.7 µM), hits mostly cytotoxic; note: potency is the fitted concentration of half-maximal effect; nearly all actives have a fitted effect of over 40% in size
SW480 rerep = induces DNA re-replication in SW480 colon adenocarcinoma cells; SW480 DNA re-replication, Hoechst DNA content imaging, 48 h; Potency, µM (doses to about 46.1 µM), for the others: top-dose re-replication activation, most hits filed as activators; 1.8% of 340,000 active; AID 624297; note: potency is the fitted concentration of half-maximal effect; % of control where 0% means no effect; nearly all actives have a fitted effect of over 55% in size
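DNA re-replication was detected as more nuclei of elevated Hoechst intensity after 48 hr exposure to compound (23 nL pinned per well of 250 cells).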
ATXN2 expr inh = inhibitors of ATXN2 expression. HEK-293 ATXN2-luciferase reporter, luminescence, 24 h. Potency, µM (highest dose often 57 µM), for inactives: at the top dose activity change, negative = inhibition, actives largely listed as inhibitors. 0.72% of 360,000 active; note: potency is the fitted concentration of half-maximal effect; % is set by controls: 0 for no effect and ±100 for the full control effect; nearly all actives have a fitted effect of over 55% in size
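qHTS (up to 57 uM final) was run with 24 h compound exposure of reporter cells at 37 °C. Each well was multiplexed: SteadyGlo luminescence measured ATXN2-luciferase expression after a fluorogenic Gly-Phe-AFC viability readout (25 uM final).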
HT1080 IDH1KD tx = kills HT-1080 cells with IDH1 knockdown; HT-1080 IDH1 knockdown viability, ATP luminescence, 48 h; Potency, µM (doses to about 46.1 µM), inactives show at the highest dose activity, negative = toxicity, actives largely listed as cytotoxic; 2% of 360,000 active; AID 686971;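 note: potency is the fitted concentration of half-maximal effect; 0% = DMSO wells and -100% = cell-free medium wells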
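HT-1080-IDH1KD cells (IDH1 knocked down), 750/well in RPMI with 5% FBS, treated with compound 48 h at 37 degrees C. Viability by CellTiter-Glo luminescence, normalised to DMSO and no-cell wells; concentration-response curves classed.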
IL1B secr inh = inhibitors of inflammasome signaling (IL-1 beta secretion) | THP-1 LPS/ATP IL-1B secretion, AlphaLISA, 16 h; active compounds read low | activity change, % at 57.5 µM | 4.7% of 360,000 active; in the data active = activity change below about -50%; inconclusive = mostly about -30% to -49%; note: % is set by controls: 0 for no effect and ±100 for the full control effect
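Secreted IL-1B measured by AlphaLISA bead assay after 16 h compound exposure of THP-1 cells; compounds (final up to 57.5 uM) added 1 h before LPS (250 ng/mL) and ATP (1.25 mM) stimulation; lower signal means less secretion.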
HepG2 viability = HepG2 cytotoxicity, counter-screen for TGF-b inhibitors. 0.76% of 410,000 active. HepG2 CAGA-GFP viability, ATP luminescence, 18 h. Potency, µM (titrated, usually from 46.1 µM), for the others: at the highest dose activity change, negative = cytotoxicity, actives largely listed as cytotoxic. AID 588856; note: potency is the fitted concentration of half-maximal effect; some results filed as inactive show a strong effect at the top dose
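CellTiter-Glo luminescence gave cytotoxicity after 18 hours at 37 degrees C. The cells were HepG2 CAGA-GFP in 1% FBS DMEM, stimulated with 500 pg/mL TGF-beta after compound addition. %Activity was normalised to no-cell wells (complete cell-killing) and DMSO (no toxicity), and curves were fitted and classified.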
MCF10A rerep = inducers of DNA re-replication in MCF 10A breast cells; MCF 10A DNA re-replication, Hoechst nuclear intensity, 48 h; Potency, µM (top dose mostly 46.1 µM), without a hit: at the top dose activity, positive = re-replication, usual class: activators; 2.9% of 350,000 active; AID 624296; note: potency is the fitted concentration of half-maximal effect; % of control where 0% means no effect; nearly all actives have a fitted effect of over 50% in size
HT1080NT lethal = kills 2HG-producing HT-1080-NT fibrosarcoma cells; HT-1080-NT fibrosarcoma viability, CellTiter-Glo ATP luminescence, 48 h; Potency, µM (highest dose often 46.1 µM), without a hit: top-dose activity, negative = less viability, actives largely listed as cytotoxic; 1.6% of 360,000 active;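 note: NT is the 2HG producing partner of a matched IDH1 knockdown line; potency is the fitted concentration of half-maximal effect; 0% = DMSO-treated cells and -100% = media-only wells without cells; nearly all actives have a fitted effect of over 55% in size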
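Read-out is CellTiter-Glo luminescence after 10 minutes at room temperature, following 48 hours' compound treatment of HT-1080-NT cells (750 cells/well, RPMI, 5% FBS, 37 degrees C).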
Numbers without * were called inactive; i = inactive; ? = inconclusive; · = not tested or not shown; & = joins results of further samples; [ ] = dose if it differs, or a comment. Unless noted, calls come from the whole dose curve; as a rule, active = well fitted curve in the direction sought with a large enough effect; inconclusive = small, poorly fitted or top-dose-only effect, or another doubt; inactive = no such curve, though single readings can be large; an effect the other way counts as inactive or inconclusive.

SMILES	KB-3-1 cytotox	S2 tox	SW480 rerep	ATXN2 expr inh	HT1080 IDH1KD tx	IL1B secr inh	HepG2 viability	MCF10A rerep	HT1080NT lethal
C/C(=N\OCC(=O)N/N=C/c1ccc(C)cc1O)c1cccs1	-27%	i	6.5µM*	?	0%	104	-10%	4.1µM*	-18%
O=C(O)c1cc(S(=O)(=O)N2CCCCC2)ccc1N1CCCCC1	·	i	-9%	-2%	-2%	11	7%	-1%	-7%
COc1cc2ccccc2cc1C(=O)Nc1ccc(S(=O)(=O)Nc2cc(C)on2)cc1	10%	i	-15%	1%	0%	-6	2%	-1%	-2%
CCOc1ccccc1C(=O)Nc1cc(-c2ccc(C)cc2)no1	-2%	i	·	12%	·	·	-16%	·	·
O=C(NC1=NCCS1)c1cccc(OC(F)F)c1	7%	i	-64%[inhibitor]	11%	2%	-2	7%	?	-1%
CCc1nnc(SCC(=O)Nc2ccccc2Cl)nc1CC	0%&-16%	i	1%	-25%	-7%	-8	-18%&5%	?	-1%
COc1cccc(CN2C(=O)c3ccccc3Sc3ccc(C(=O)NCCc4ccc(C)cc4)cc32)c1	-2%	i	·	12%	·	·	-4%	·	·
c1cc2c(cc1C1=Nn3c(nnc3C3CCCCC3)SC1)OCO2	?	·	?	·	-14%	0	-13%	?	0%
CCOC(=O)C1=C(N)OC2=C(C(=O)CCC2)C1c1ccc(C)s1 (stereo unspecified)	-5%	i	-6%	17%	7%[9.24 µM]	-8	0%	12%	5%
O=C(CN1CCCCCC1)N/N=C/c1ccc(Cl)c(Cl)c1	7%	i	-4%	7%	0%	-6	-35%	-7%	-1%
CC(c1ccco1)N(C(=O)c1ccc(S(=O)(=O)N2CCCCC2)cc1)c1ccccn1 (stereo unspecified)	-14%	i	0%	2%	?	5	0%	5%	16%
O=S(=O)(Nc1ccc2c3c(cccc13)CC2)c1ccccc1	-24%	i	·	·	-4%	6	-31%	·	-9%
CCOc1cccc2cc(-c3nc(-c4ccc(Cl)cc4)c(C)s3)c(=O)oc12	-6%	i	·	3%	·	·	-27%	·	·
Cc1ccc(C)n1Cc1ccc(C(=O)O)cc1	4%	?	-5%	2%	0%	25	6%	-3%	-4%[9.24 µM]
COc1cccc(C(=O)c2cc3cc(Cl)ccc3[nH]2)c1	?	?	?	38%[activator]	?	-5	-1%	0%	-22%
COc1c(N)c2ccccc2[nH]c1=O	-8%	i	-5%	29%	22%	23	8%	2%	5%
Cc1ccc(N(C(=O)c2ccccc2Cl)C2=NC(C)CS2)c(C)c1 (stereo unspecified)	-25%	?	2%	·	-17%	41	2%	?	-23%
O=C(NCc1ccc(F)cc1)c1cc(C2CCCCN2C(=O)c2cccs2)on1 (stereo unspecified)	0%	i	·	-6%	-16%	-12	-1%	·	-5%
COc1cc(OC)cc(C(=O)N(CCCN2C(=O)c3cccc4cccc(c34)C2=O)c2cccc(OC)c2)c1	3%	?	-6%	6%	3%	-5	2%	0%	-2%
COc1ccc(Br)cc1[C@H]1[C@@H]2C=CCC[C@@]2(C)C(=O)N1Cc1ccccc1	?	?	11%	-26%	?	25	-31%	?	?
O=C(Nc1scc(-c2ccccc2)c1C(=O)O)c1ccc(F)cc1	-14%	i	-6%	·	-9%	14	-21%	9%	-19%
COc1ccc(C(C)=O)cc1CN1C(=O)NC2(CCCCC2)C1=O	11%	i	-3%	-7%	8%	-6	1%	30%	12%
CC1Cc2cc(S(=O)(=O)N(Cc3ccccc3)C(C)C)ccc2N1C(=O)C1CCC1 (stereo unspecified)	-2%	i	·	-15%	·	·	-25%	·	·
CC(C)Nc1ccc(C(CC(N)=O)NC(=O)Cc2cccc3ccccc23)cc1[N+](=O)[O-] (stereo unspecified)	7%	i	-99%[inhibitor][9.22 µM]	-14%	0%	15	-1%	-2%	5%
CCOC(=O)C1(Cc2ccccc2)CCN(Cc2nccn2CC)CC1	-22%	i	?	-14%	-18%	0	-11%	?	-12%

Of the compounds above, 2 have an NH in an aromatic ring:
SMILES	KB-3-1 cytotox	S2 tox	SW480 rerep	ATXN2 expr inh	HT1080 IDH1KD tx	IL1B secr inh	HepG2 viability	MCF10A rerep	HT1080NT lethal
COc1cccc(C(=O)c2cc3cc(Cl)ccc3[nH]2)c1	?	?	?	38%[activator]	?	-5	-1%	0%	-22%
COc1c(N)c2ccccc2[nH]c1=O	-8%	i	-5%	29%	22%	23	8%	2%	5%

Other records:
SMILES	KB-3-1 cytotox	S2 tox	SW480 rerep	ATXN2 expr inh	HT1080 IDH1KD tx	IL1B secr inh	HepG2 viability	MCF10A rerep	HT1080NT lethal
C[C@H]1CN([C@@H](C)CO)C(=O)c2cc(Br)cnc2O[C@H]1CN(C)C(=O)c1ccc2c(c1)OCO2	15%	i	·	8%	5%	20	12%	·	5%
COc1cc(NC(=O)Nc2nc(C(N)C(C)C)cs2)cc(OC)c1OC (stereo unspecified)	0%	?	·	-17%	?	-5	-11%	·	16µM*
Cc1ccc(S(=O)(=O)NNC(=O)c2cc(C)cs2)cc1	2%	i	-9%	-6%	9%	25	-4%	0%	22%
COc1ccc(Cc2nnc(SCC(=O)NC3CCCC3)o2)cc1	-2%	i	-3%	2%	5%	-6	-2%	-1%	3%
CC1(C)C(C=C(Cl)Cl)C1C(=O)N1CCN(c2ccccc2)CC1 (stereo unspecified)	0%	i	4%	-22%	-21%	-4	-22%	?	1%
CC(=O)NC12CC3CC(C1)CC(C(=O)N1CCN(S(=O)(=O)c4ccc(C(C)C)cc4)CC1)(C3)C2	-1%	i	?	-4%	6%	15	1%	0%	12%
COc1ccccc1NS(=O)(=O)c1cc(C(=O)NCCN2CCOCC2)ccc1Cl	4%	i	-5%	-5%	-2%[9.24 µM]	42	2%	-1%	-21%
Cc1cccc(NC(=O)CNC(=O)c2cn(Cc3ccccc3)nc2-c2cccnc2)c1C	7%	i	-12%	-5%	1%	0	9%	-4%	1%
CCOC(=O)Cc1csc(SC(C)C(=O)NC2CCCCC2C)n1 (stereo unspecified)	-2%	i	-2%	-4%	7%	19	1%	9%	5%
COC(=O)CN(c1ccc(C(C)C)cc1)S(=O)(=O)c1c(C)[nH]c(=O)[nH]c1=O	7%	i	3%	3%	2%	12	-1%	1%	0%
CC(C)(Oc1ccc(Cl)cc1)C(=O)NCC(c1ccco1)N1CCCCC1 (stereo unspecified)	-19%	i	6%	1%	1%	?	-12%	?	1%
COC(=O)c1sc2cccc(F)c2c1S(=O)(=O)N1CCN(c2ccc(F)cc2)CC1	-5%	i	·	7%	·	·	-47%	·	·
Cc1noc(C)c1NC(=O)Nc1ccc2c(c1)C(=O)N([C@@H](C)CO)C[C@@H](C)[C@@H](CN(C)Cc1ccc3c(c1)OCO3)O2	0%	i	-16%	4%	0%	16	0%	-2%	6%
COc1ccc(Cc2c(-c3ccc(OC)c(OC)c3)nc3cc(C)c(Br)c(C)n23)c(C)c1	?	i	·	0%	?	7	·	·	-26%
CCn1c(CSc2nccn2C)nc2cc(C(=O)O)ccc21	18%	i	-2%[9.22 µM]	7%	9%	13	6%	0%	-1%
CCc1ccc(NC(=O)CN2CCC(C(=O)c3ccc(OC)cc3)CC2)cc1	10%	i	?	-30%	-15%	-21	-31%	?	-14%
CCn1c(CNC(=O)c2ccc(OC)cc2)nnc1SCC(=O)c1ccccc1	5%	?	-3%	4%	3%	8	2%	0%	3%
Cc1ccc(S(=O)(=O)CCC#N)cc1	19%	i	-2%	5%	17%	-9	-5%	-1%	22%
Cc1nc(N2CCN(C)CC2)c2cc(-c3ccccc3)sc2n1	8%	i	-12%[1.84 µM]	-24%	-1%	-28	3%	-23%	?
CCCCn1c(N)c(N(CC(C)C)C(=O)CSCC(=O)Nc2ccc(OC)cc2)c(=O)[nH]c1=O	17%	i	-1%	2%	5%	4	3%	1%	5%
CCN1CCN(C(=O)/C=C/c2ccc(C(C)C)cc2)CC1	-1%	i	8%	14%	-12%	-3	-2%	?	-5%
Cc1cc(C)n(CC(O)CN(c2cccc([N+](=O)[O-])c2)S(=O)(=O)c2ccccc2)n1 (stereo unspecified)	16%	i	2%	4%[11.3 µM]	16%	-5	-1%	2%	-10%
COc1ccc(OC)c(C(=O)c2c(C)oc3cc([N+](=O)[O-])c(O)c([N+](=O)[O-])c23)c1	-4%	i	1%	1%	-6%	46	6%	-15%	5%
N=c1n(CCN2CCOCC2)c2ccccc2n1CC(=O)c1ccc(Cl)c(Cl)c1	?	?	?	-21%	?	-7	-55%	?	-23%

Grouped by structure: the compounds so far with a COOH group
SMILES	KB-3-1 cytotox	S2 tox	SW480 rerep	ATXN2 expr inh	HT1080 IDH1KD tx	IL1B secr inh	HepG2 viability	MCF10A rerep	HT1080NT lethal
O=C(O)c1cc(S(=O)(=O)N2CCCCC2)ccc1N1CCCCC1	·	i	-9%	-2%	-2%	11	7%	-1%	-7%
Cc1ccc(C)n1Cc1ccc(C(=O)O)cc1	4%	?	-5%	2%	0%	25	6%	-3%	-4%[9.24 µM]
O=C(Nc1scc(-c2ccccc2)c1C(=O)O)c1ccc(F)cc1	-14%	i	-6%	·	-9%	14	-21%	9%	-19%
CCn1c(CSc2nccn2C)nc2cc(C(=O)O)ccc21	18%	i	-2%[9.22 µM]	7%	9%	13	6%	0%	-1%

Screening results: PubChem, National Center for Advancing Translational Sciences (NCATS)
